Source: PubChem BioAssay (The Scripps Research Institute Molecular Screening Center)
TEAD-YAP block: TEAD-YAP interaction inhibition. HEK-TIYL cells, TEAD-Gal4/YAP UAS-luciferase luminescence. 640,000 tested, 1.4% active. AID 1259422. inhibition, % at 9.12 µM; in the data active means inhibition above about 32%;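 further: 0% = median of test compound wells and 100% = reference inhibitor wells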
GPR151 ag: activates the human receptor GPR151; Q8TDV0; PathHunter beta-arrestin GPR151 cells, luminescence; activation, % at 11.2 µM; 650,000 tested, 1% active; AID 1508602; in the data active means activation above about 4.9%;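 further: 0% = median of compound wells and 100% = cells with positive control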
Target sequence (Q8TDV0 whole entry, looked up): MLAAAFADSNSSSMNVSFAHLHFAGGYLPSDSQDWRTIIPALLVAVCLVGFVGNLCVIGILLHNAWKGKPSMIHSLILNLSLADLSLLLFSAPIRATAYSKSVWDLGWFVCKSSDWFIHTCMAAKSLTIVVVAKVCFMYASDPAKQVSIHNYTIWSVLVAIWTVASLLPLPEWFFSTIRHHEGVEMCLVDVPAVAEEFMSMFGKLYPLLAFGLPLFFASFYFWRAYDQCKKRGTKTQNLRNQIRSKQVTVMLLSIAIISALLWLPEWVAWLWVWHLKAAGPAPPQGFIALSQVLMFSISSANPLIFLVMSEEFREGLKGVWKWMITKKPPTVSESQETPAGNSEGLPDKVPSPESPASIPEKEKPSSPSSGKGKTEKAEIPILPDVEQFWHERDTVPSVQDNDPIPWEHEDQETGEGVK
MITF inh: blocks human microphthalmia-associated transcription factor. O75030. AlphaScreen MITF homodimerization, bead proximity signal. inhibition, % at 2.6 µM. 650,000 tested, 0.91% active. AID 1259374; in the data active means inhibition above about 50%;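 further: 0% = vehicle wells with protein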
FBW7 activator: human FBW7 E3 ligase activation, primary screen. AlphaScreen FBW7–phospho-cyclin E peptide binding, activator screen. AID 1259310. 650,000 tested, 0.13% active. Q969H0. normalized activity (activation), % at 26.1 µM; in the data active means normalized activity above about 1.9%;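 further: purified mutant Fbw7 with reduced substrate affinity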
Target sequence (Q969H0 whole entry, looked up): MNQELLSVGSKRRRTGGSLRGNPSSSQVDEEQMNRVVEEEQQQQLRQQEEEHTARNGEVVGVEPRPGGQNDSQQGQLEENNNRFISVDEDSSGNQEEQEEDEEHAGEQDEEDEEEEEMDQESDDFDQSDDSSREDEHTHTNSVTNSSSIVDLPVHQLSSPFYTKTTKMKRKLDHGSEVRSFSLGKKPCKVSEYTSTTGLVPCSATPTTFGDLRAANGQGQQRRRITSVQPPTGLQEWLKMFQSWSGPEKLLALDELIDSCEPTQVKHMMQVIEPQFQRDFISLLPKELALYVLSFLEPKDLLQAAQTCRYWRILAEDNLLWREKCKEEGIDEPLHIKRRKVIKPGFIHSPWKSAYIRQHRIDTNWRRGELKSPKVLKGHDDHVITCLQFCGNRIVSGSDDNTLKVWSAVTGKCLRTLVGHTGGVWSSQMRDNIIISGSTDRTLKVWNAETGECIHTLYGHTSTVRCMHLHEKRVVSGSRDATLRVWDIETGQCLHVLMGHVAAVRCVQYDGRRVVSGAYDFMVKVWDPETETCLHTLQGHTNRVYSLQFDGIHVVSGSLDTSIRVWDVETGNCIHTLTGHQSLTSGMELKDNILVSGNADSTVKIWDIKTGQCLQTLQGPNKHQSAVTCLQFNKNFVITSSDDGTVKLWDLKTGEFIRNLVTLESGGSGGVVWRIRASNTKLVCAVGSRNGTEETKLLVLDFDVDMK
An asterisk follows results filed as active; & = joins results of further samples.

smiles | TEAD-YAP block | GPR151 ag | MITF inh | FBW7 activator
CCN=c1sc(/C=C2\C=Nc3ccccc32)c(O)n1CC | -6 | 0.0 | 0 | 0.0
COc1ccc(C(=O)N(Cc2nc(-c3ccc(C)cc3)no2)C(C)C)cc1[N+](=O)[O-] | -11 | 0.6 | 55* | 0.1
O=C(NN1C(=O)c2ccccc2C1=O)c1cccc(N2C(=O)c3ccccc3C2=O)c1 | -3 | 0.0 | -12 | 0.3
COc1cc2nc(Nc3ccc(N4CCOCC4)cc3)nc(NCCCN3CCCC3=O)c2cc1OC | -3 | -3.0 | 7 | -0.3
COc1ccc(S(=O)(=O)NCCc2ccc(S(N)(=O)=O)cc2)cc1[N+](=O)[O-] | 15 | -0.4 | -4 | -0.1
CSCCC(Nc1nc(Cl)ccc1[N+](=O)[O-])C(=O)O (stereo not drawn) | -5 | 0.4 | -9 | 0.0
COc1ccc(S(=O)(=O)NCC(c2cccn2C)N2CCOCC2)cc1OC (stereo not drawn) | -4 | -0.8 | 17 | 0.2
O=C(CCC1CCCN(C(=O)c2ccc3cc[nH]c3c2)C1)N1CCN(c2ccccn2)CC1 (stereo not drawn) | 10 | -0.3 | 6 | 0.4
CN1/C(=C\C(=O)COC(=O)CCC(=O)c2ccc3c(c2)OCCO3)C(C)(C)c2ccccc21 | -1 | 1.0 | 0 | -0.1
O=C(CNC(=O)Cn1ccc2ccccc2c1=O)NCc1ccco1 | 8 | -0.2 | 12 | 0.1
Cc1ccc(CN2CCNC(=O)C2CC(=O)NC23CC4CC(CC(C4)C2)C3)cc1 (stereo not drawn) | -3 | -0.3 | 5 | 0.0
CCOC(=O)CN/C=C(/C(=S)N1CCOCC1)c1ccccc1 | -6 | -0.9 | 4 | 0.5
COC(=O)C1=C(C)NC2=C(C(=O)CCC2)C1c1ccc(Cl)c(Cl)c1 (stereo not drawn) | 1 | -2.5 | 0 | 0.2
COc1cc(SC)ccc1C(=O)NCCOc1ccc(C)c(C)c1 | -15 | -0.8 | 0 | 0.8
CCN(CC)c1ccc(Nc2nc(-c3sc(NC(=O)c4ccccc4)nc3C)cs2)cc1 | -12 | -7.9 | 0 | -0.4
CCOC(=O)c1c(NC(=O)CSc2nnc(CNC(=O)c3cc(OC)cc(OC)c3)n2-c2cccc(Cl)c2)sc2c1CCC2 | 4 | 0.5 | -2 | -0.2
CC(=O)N=c1sc(-c2ccccc2)c2c(=O)[nH]c3ccccc3n12 | 3 | -1.8 | 7 | 0.1
COCCNc1cc(-c2ccc(F)cc2)nc(C)n1 | -32 | -1.9 | 15 | 0.3
C/C(CC(=O)Nc1ccc2c(c1)OCCO2)=N\NC(=O)c1cccc([N+](=O)[O-])c1 | 1 | 0.3 | 3 | -0.1
CCCC1CC(CSC(=N)N)OC1=O (stereo not drawn) | 7 | 0.7 | 8 | 0.1
COc1ccc(/C=C2\C(=O)NN(c3ccc(C)cc3)C2=O)cc1 | -1 | -0.7 | 11 | 0.2
O=C(O)c1ccc(/C=N/n2c(-c3ccccn3)n[nH]c2=S)cc1 | -6 | -1.1 | 27 | -0.4
CN1CCCCC1C(=O)N/N=C/c1c(O)ccc2ccccc12 (stereo not drawn) | 78* | 1.8 | 84* | -0.1
CC(=O)c1cccc(NC(=O)CSc2nnc(C(C)N(C)C)n2Cc2ccccc2)c1 (stereo not drawn) | 4 | 0.7 | 3 | -0.1
N#C/C(=C\Nc1cc([N+](=O)[O-])ccc1F)c1nc(-c2cc3ccccc3oc2=O)cs1 | 3 | -0.2 | 5 | -0.1
Cn1c(SCC(=O)N2CCCCC2)nnc1-c1cccc(NC(=O)c2ccccc2)c1 | 4 | 1.5 | 11 | 0.0
O=C(Nc1nc2c(cc3c4c(cccc42)CC3)s1)c1cccc(N2C(=O)CCC2=O)c1 | 7 | -0.4 | -6 | 0.1
N#Cc1ccc(NC(=O)c2cc(C(=O)Nc3ccc(C#N)cc3)cc([N+](=O)[O-])c2)cc1 | -3 | 1.7 | -10 | 0.1
NC(=O)Nc1ccc(C(=O)OCC(=O)N2CCCC2=O)cc1 | 2 | 2.5 | 5 | 0.5
COc1cccc(/C=N/NC(=O)Cn2cnc3c2c(=O)n(C)c(=O)n3C)c1 | -12 | -1.1 | -12 | 0.0
CCOc1ccccc1-n1c(=S)sc2c(=O)n(-c3ccccc3C)c(SCC(=O)N3CCCC3)nc21 | -1 | 0.7 | -4 | -0.1
CCOC(=O)c1ccc(NC(=S)NNC(=O)OC(C)(C)C)cc1 | -12 | 0.2 | 3 | 0.0
O=C(NCc1ccccn1)c1cc(Sc2ccccc2Cl)nc2ccccc12 | -12 | -0.1 | 16 | 0.0
O=C(CC1(O)C(=O)N(Cc2ccc(Cl)cc2)c2ccccc21)c1ccc2c(c1)CCCC2 (stereo not drawn) | -5 | 0.7 | -3 | 0.1
COc1cc(S(=O)(=O)N2CCCCC2)ccc1F | 1 | 0.1 | 8 | -0.1
COc1ccc(CC2(CCC(=O)NC(C)c3ccc(F)cc3)CCC(=O)N2)cc1OC (stereo not drawn) | -4 | -0.6 | 13 | 0.0
O=C(CN1CCN(C(=O)Nc2ccc3c(c2)OCO3)CC1)c1cccs1 | -29 | -0.2 | 26 | 0.2
Cc1cc(C)nc(SCC(=O)/C=C2\N(C)c3ccccc3C2(C)C)n1 | -4 | 1.2 | -4 | -0.1
Cn1c(SCC(=O)Nc2ccc(C(=O)O)cc2)nnc1-c1ccccc1Cl | 8 | -0.2 | 2 | 0.1
O=C(CSc1nnc2c3ccccc3n(Cc3ccccc3)c2n1)Nc1ncc([N+](=O)[O-])s1 | 12 | -1.5 | 2 | -0.1
COc1ccc(C(=O)N2CCCCC2)cc1S(=O)(=O)Nc1cccc(C(=O)O)c1 | 8 | -0.5 | 15 | 0.3
COc1ccc(CC(=O)NNC(=O)Nc2cccc(Cl)c2Cl)cc1OC | 10 | -1.0 | 13 | 1.0
O=C(/C=C/c1ccc2c(c1)OCCO2)c1cc(Br)ccc1O | -9 | 0.5 | -8 | -0.1
Cc1ccc2c(c1)c1c(n2CC2COC(C)(C)O2)C(=O)CCC1 (stereo not drawn) | -7 | -0.4 | 13 | 0.4
COc1ccc([N+](=O)[O-])cc1CSc1nc2ccc(N3C(=O)C4C5C=CC(C5)C4C3=O)cc2s1 (stereo not drawn) | 9 | 0.2 | 16 | 0.1

Limited to MITF inh, for some of the entries so far:
| SMILES | MITF inh |
| --- | --- |
| N#C/C(=C\Nc1cc([N+](=O)[O-])ccc1F)c1nc(-c2cc3ccccc3oc2=O)cs1 | 5 |
| Cn1c(SCC(=O)N2CCCCC2)nnc1-c1cccc(NC(=O)c2ccccc2)c1 | 11 |

Next compounds.
smiles	TEAD-YAP block	GPR151 ag	MITF inh	FBW7 activator
OCC1CCCN1c1nc(NCCc2ccc(O)cc2)c2ncn(C3CCCCC3)c2n1 (stereo not drawn)	0	0.8	8	-0.2
COc1cc(/C=N/N=C2/NC(=O)CS2)ccc1OCc1ccccc1	-4	-0.6	-8	0.2
CN(C)P(=Nc1ccc([N+](=O)[O-])cc1Br)(N(C)C)C(C)(C)C	-3	-0.4	0	0.1
CCCCCN(C)CCC(O)(P(=O)(O)O)P(=O)(O)O	-14	0.7&-1.2	6&-9	-0.1&0.0
CCn1c2sc3c(c2c(=O)n2nnnc12)CC(C)(C)OC3	4	2.5	3	0.0
Cc1cc2c(N(C)Cc3ccccc3)ncnc2s1	1	0.4	-6	0.3
O=C(Nc1nc2ccccc2s1)c1cccc(N2C(=O)c3ccc(C(=O)Nc4nc5ccccc5s4)cc3C2=O)c1	-65	-0.6	-3	-0.1
N#Cc1cc(C#N)c(SCC(=O)Nc2cccc(C(F)(F)F)c2)nc1N	12	0.5	15	0.2
CCCCOc1ccc(C(=O)Oc2cccnc2)cc1	-2	0.1	-9	0.1
Cc1cc(OCC(=O)Nc2ccccc2CO)ccc1Br	-9	-1.9	-9	-0.2
COCCCNC(=O)c1cc(Sc2ccc(C)cc2)nc2ccccc12	-1	-1.2	8	-0.1
CC1CCCCC1NC(=O)CNC(=O)OCc1ccccc1 (stereo not drawn)	-12	-0.5	2	0.1
Cc1cccc(N2CCN(C(=O)COc3ccccc3)CC2)c1C	-8	1.2	-5	0.0
N#Cc1ccc(COc2ccc(C=O)cc2)cc1	-10	1.8	11	0.2
CCN1CCN(c2cc(C)c3cc(NC(=O)Cc4ccc(Cl)cc4)ccc3n2)CC1	-2	1.1	-8	-0.1
CCOC(=O)c1c(NC(=O)C(OC(C)=O)C(OC(C)=O)C(COC(C)=O)OC(C)=O)sc2c1CCCC2 (stereo not drawn)	-8	0.8	8	0.1
CC(C)c1cc(C(=O)O)c2cc(Br)ccc2n1	-1	0.2	-3	-0.1
COc1ccc(NC(=O)CSc2nc3ccc(NC(=O)c4ccc(C(C)(C)C)cc4)cc3s2)cc1	-9	1.4	13	0.6
N#CC1=C(N)Oc2[nH]c(=O)[nH]c(=O)c2C1c1cccc2ccccc12 (stereo not drawn)	5	-0.9	7	-0.4
CCC1=C(C(=O)OC)C(c2ccc(OC)c(OC)c2)n2ncnc2N1 (stereo not drawn)	-4	-0.5	-8	-0.2
C=Cc1ccc(Cn2c(C)c(CNCc3cccc(Cl)c3)c(C(=O)O)c2C)cc1	7	0.0	11	-0.1
COc1ccc(C(CC(=O)NCCc2ccccc2)N2Cc3ccccc3C2=O)cc1OC (stereo not drawn)	0	-0.3	0	-0.1
O=C(c1cc2ccccc2oc1=O)N1CCC(Cc2ccccc2)CC1	-9	0.0	17	0.1
COC(=O)C1=C(O)/C(=C/c2ccc(OCC(=O)NC3CCCCC3)cc2)N=C1C	-4	-2.0	15	0.0
CNC(=S)NNc1nc(C)cc(C)n1	-29	-0.9	9	0.2
COc1cccc(C2C(C(=O)OCCc3ccccc3)=C(C)NC3=C2C(=O)CC(c2ccc(Cl)cc2)C3)c1OC (stereo not drawn)	13	-1.9	12	1.1
Cc1ccc(NC(=O)C(=O)NCCc2ccccc2F)cc1	-1	-1.1	2	-0.1
Cc1ccnc(NC(=O)CCC(=O)N(CC(=O)NC(C)(C)C)c2cccc(C)c2C)c1	-13	0.2	-16	0.0
COc1cccc(NC(=O)c2sc3ncnc(N4CCN(c5ccccc5OC)CC4)c3c2C)c1	-11	-1.2	14	0.5
COc1ccc(NC(=O)c2nn3c(C(F)(F)F)cc(-c4ccco4)nc3c2Cl)c(OC)c1	-7	-1.4	0	-0.1
Cc1cccc(NC(=O)COc2ccc(Br)cc2C)n1	-61	0.3	-5	-0.2
CC(=O)c1cccc(NC(=S)Nc2ccc(Cl)cn2)c1	-10	-1.1	-1	-0.1
N#CC1=C(N)N(c2ncn[nH]2)C2=C(C(=O)CC(c3ccccc3)C2)C1c1cccc([N+](=O)[O-])c1 (stereo not drawn)	10	-0.8	-2	0.0
COc1ccc(CNC(=O)Cn2cccc2)cc1	-10	0.4	6	0.0
CC(C)(C)NS(=O)(=O)c1ccc(NS(=O)(=O)c2ccc(Cl)cc2)cc1	4	-2.1	2	0.1
Cc1ccc(C(=O)Nc2nc3ccccc3n2C)cc1	41*	-2.6	16	-0.5
Cn1cnnc1SCC(=O)Nc1ccc(Br)cn1	12	-1.7	8	0.2
O=C(CC1C(=O)NCCN1Cc1c(F)cccc1Cl)NCCCOc1cccnc1 (stereo not drawn)	8	-0.6	13	0.3
O=S(=O)(Nc1ccc(-c2ccccc2)cc1)c1ccccc1	-17	-0.2	2	0.0
COc1ccc(C(=O)Nc2ncc(S(=O)(=O)c3ccc([N+](=O)[O-])cc3)s2)c(OC)c1	-18	3.8	-3	0.1
COc1cc(/C=C2\C(=O)ON=C2c2ccccc2)cc(OC)c1OC	-7	-0.3	13	0.0
O=C(CCl)N1CCN(S(=O)(=O)c2ccc3ccccc3c2)CC1	3	-1.8	-1	0.1
N#CC1CCCc2c1[nH]c1ccc(Cl)cc21 (stereo not drawn)	39*	2.2	-1	-0.4
Cc1cccn2c(=O)c3cc(C(=O)N(C)C)n(C)c3nc12	-25	-0.4	14	-0.1
Cc1ccc(NC(=O)CSc2nc3ccccc3c(=O)n2CCN2CCOCC2)cc1	14	1.4	19	0.1
Cc1cccc(OC(C)C(=O)NCc2nc(-c3ccccc3)no2)c1 (stereo not drawn)	8	-0.1	-3	0.0

In the list so far, these contain two or more sulfur atoms.
smiles	TEAD-YAP block	GPR151 ag	MITF inh	FBW7 activator
COc1ccc(S(=O)(=O)NCCc2ccc(S(N)(=O)=O)cc2)cc1[N+](=O)[O-]	15	-0.4	-4	-0.1
CCN(CC)c1ccc(Nc2nc(-c3sc(NC(=O)c4ccccc4)nc3C)cs2)cc1	-12	-7.9	0	-0.4
CCOC(=O)c1c(NC(=O)CSc2nnc(CNC(=O)c3cc(OC)cc(OC)c3)n2-c2cccc(Cl)c2)sc2c1CCC2	4	0.5	-2	-0.2
CCOc1ccccc1-n1c(=S)sc2c(=O)n(-c3ccccc3C)c(SCC(=O)N3CCCC3)nc21	-1	0.7	-4	-0.1
O=C(CSc1nnc2c3ccccc3n(Cc3ccccc3)c2n1)Nc1ncc([N+](=O)[O-])s1	12	-1.5	2	-0.1
COc1ccc([N+](=O)[O-])cc1CSc1nc2ccc(N3C(=O)C4C5C=CC(C5)C4C3=O)cc2s1 (stereo not drawn)	9	0.2	16	0.1
O=C(Nc1nc2ccccc2s1)c1cccc(N2C(=O)c3ccc(C(=O)Nc4nc5ccccc5s4)cc3C2=O)c1	-65	-0.6	-3	-0.1
COc1ccc(NC(=O)CSc2nc3ccc(NC(=O)c4ccc(C(C)(C)C)cc4)cc3s2)cc1	-9	1.4	13	0.6
CC(C)(C)NS(=O)(=O)c1ccc(NS(=O)(=O)c2ccc(Cl)cc2)cc1	4	-2.1	2	0.1
COc1ccc(C(=O)Nc2ncc(S(=O)(=O)c3ccc([N+](=O)[O-])cc3)s2)c(OC)c1	-18	3.8	-3	0.1
